GalR3 antag = human GalR3 antagonism; O60755; HEK293 GalR3-CNG cAMP membrane potential fluorescence; galR3 body fused to GalR1 C-terminus; inhibition, % at 3 µM; 0.44% of 360,000 active; AID 651719;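 active means inhibition above the screen-wide average plus 3 SD, cut at about 13% in these data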;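 further: forskolin and galanin both at EC90 stimulate the cells; cAMP rise reported by CNG channel membrane potential dye signal; 0% = forskolin plus galanin with DMSO and 100% = forskolin alone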
Target sequence (O60755 1-299 limits assumed): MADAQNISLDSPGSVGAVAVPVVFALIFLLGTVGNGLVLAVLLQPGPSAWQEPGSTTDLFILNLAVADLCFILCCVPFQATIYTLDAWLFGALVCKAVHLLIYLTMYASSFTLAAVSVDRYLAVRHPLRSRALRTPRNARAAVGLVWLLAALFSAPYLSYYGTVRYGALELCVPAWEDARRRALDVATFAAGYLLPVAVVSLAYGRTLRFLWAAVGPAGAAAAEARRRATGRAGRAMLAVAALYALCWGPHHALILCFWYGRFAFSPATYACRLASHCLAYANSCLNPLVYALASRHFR
Active calls of the source: *.

GalR3 antag,Molecule
-6,CCc1nc2ccc(C(=O)Nc3cccc(OCC(=O)N(C)C)c3)cn2c1N(C=O)Cc1ccc(OC)cc1
-6,CCOC(=O)c1ccc(CN2CCCC(C)(C(=O)NCCOC)C2)cc1 (stereo unspecified)
-7,CCCCNC(=O)C1(C)CCN1C(=O)c1cc(C)n(C(C)(C)C)n1 (stereo unspecified)
-2,COC(=O)C[C@@H]1CC[C@@H](NC(=O)c2ccccc2F)[C@@H](CO)O1
-9,CC(=O)c1ccc(S(=O)(=O)N(C)CC(=O)Nc2cccc(S(=O)(=O)N3CCCC3)c2)cc1
5,CCc1nc2ccc(C(=O)NCc3ccc(OC)cc3)cn2c1N(C)Cc1ccc(OC)cc1
0,O=C(Nc1ccc2nc([C@@H]3O[C@H](CO)[C@@H](O)[C@H](O)[C@H]3O)[nH]c2c1)NC(c1ccccc1)c1ccccc1
-5,CC(C)(C)c1ccc(S(=O)(=O)NC(=O)C2(C)CCN2C(=O)CC2CCCCC2)cc1 (stereo unspecified)
-2,Cc1ccc(C(=O)OCC(=O)NC2CCCCCCC2)cc1C
5,O=Nc1nc2ncccn2c1-c1ccccc1

Some of these compounds in order of their number in GalR3 antag, low to high:
Structure,GalR3 antag
CCCCNC(=O)C1(C)CCN1C(=O)c1cc(C)n(C(C)(C)C)n1 (stereo unspecified),-7
CCOC(=O)c1ccc(CN2CCCC(C)(C(=O)NCCOC)C2)cc1 (stereo unspecified),-6
O=C(Nc1ccc2nc([C@@H]3O[C@H](CO)[C@@H](O)[C@H](O)[C@H]3O)[nH]c2c1)NC(c1ccccc1)c1ccccc1,0

The listing picks up, starting 3 compounds before the break.
GalR3 antag,Molecule
-5,CC(C)(C)c1ccc(S(=O)(=O)NC(=O)C2(C)CCN2C(=O)CC2CCCCC2)cc1 (stereo unspecified)
-2,Cc1ccc(C(=O)OCC(=O)NC2CCCCCCC2)cc1C
5,O=Nc1nc2ncccn2c1-c1ccccc1
-4,COc1cc(C(=O)NNC(=O)COc2ccc(Br)cc2)ccc1OCC(=O)N1CCOCC1
-1,CCCCn1c(N)c(N(CCOC)C(=O)c2oc3c(Cl)cccc3c2C)c(=O)[nH]c1=O
-2,O=C(Nc1cccc(OC(F)(F)F)c1)c1ccc(-c2cccnc2)c2ccoc12
-5,CC(C)(C)OC(=O)N1CCN(C(c2ccnc3ccccc23)c2nnnn2-c2ccc3c(c2)OCCO3)CC1 (stereo unspecified)
-5,CCCC(=O)N1CCOCC1c1cc(C(=O)Nc2ccccc2)no1 (stereo unspecified)
4,CN1C[C@@H](CO)O[C@@H](n2cnc3c(N4CCN(CCO)CC4)ncnc32)C1
-1,CCC(=O)Nc1ccc(C(=O)COC(=O)c2sc(C)nc2C)cc1
-3,CCCCN(C(=O)C1=CC=CN2CCS(=O)(=O)N=C12)c1ccccc1
-3,COc1ccc(S(=O)(=O)N2CCN(Cc3cc4c(cc3Br)OCCO4)CC2)cc1
-3,Cc1cccc(NC(=O)COC(=O)c2ccc(S(=O)(=O)N3CCCCCC3)cc2)c1
2,CC1=C(C(=O)N(C)C)CC(CC(=O)NC(c2ccccc2)c2ccccc2)C(=O)N1CCCN1CCCC1=O (stereo unspecified)
-2,CC12C=CC(=O)C=C1C(F)CC1C3CCC(O)(C(=O)CO)C3(C)CC(O)C12F (stereo unspecified)
-6,Cc1cccc(CN2CCC(n3nccc3NC(=O)CCCc3ccccc3)CC2)c1
-8,CCc1cccc(NC(=O)COC(=O)CSc2ccc(C)cc2)c1
-6,COC(=O)[C@@]1(Sc2ccc(C)cc2)CC(=O)N(C(=O)C2CC2)[C@@H]1c1ccccc1
-7,CN(C)c1ccc(-c2ccnc3c2CC(C)(C(=O)NCCC(F)(F)F)O3)cc1 (stereo unspecified)
-1,Cc1cc2nccnc2cc1C
3,CC(=O)C1(O)C(C)CC2C3CC=C4CC(O)CCC4(C)C3CCC21C (stereo unspecified)
-1,Cc1cc(C)c(S(=O)(=O)N2CCOC23CCN(S(C)(=O)=O)CC3)c(C)c1
-8,Cc1cc(Br)cn2c(Cc3cccc(F)c3)c(C3CCCCC3)nc12
-5,CCOC(=O)[C@]12CCC=C1N(Cc1ccc3c(c1)OCO3)C(=O)[C@H](CC(=O)NCc1cccs1)C2
0,COc1ccc(CCCNC(=O)C2(C)Cc3c(-c4ccc(NC(C)=O)cc4)ccnc3O2)cc1 (stereo unspecified)
-5,COC(=O)[C@]12C[C@H](CC(=O)NCCc3ccccc3OC)C(=O)N(Cc3ccccc3)C1=C[C@H](C1CCCC1)O[C@@H]2C
-8,CC(=O)c1ccc(-c2c(C)cc3oc(=O)cc(-c4ccccc4)c3c2C)cc1
-2,O=C1C[C@@H]2CCN3C(=O)CCC[C@@H]([C@H]23)[C@@H]1Cc1ccccc1
-1,CN(C(=O)c1ccc(NC(=O)Cc2cccc(NC(=O)C3CCN(C(=O)C4CC4)CC3)c2)cc1)C1CC1
1,Cn1c(SCC(=O)NCCC2=CCCCC2)nnc1C(F)(F)F
-7,Cc1ccc(C)c(N2CCN(C(c3ccccc3)c3nnnn3C(C)(C)C)CC2)c1 (stereo unspecified)
-5,COc1ccccc1CNC(=O)c1ccccc1SCC(=O)NCc1ccco1
-1,Cc1ccc2c(CN3CCN(c4ccc(Cl)c(Cl)c4)CC3)cc(=O)oc2c1
-7,CC(=O)c1ccc(-c2cnc3c(NC=O)cc(-c4ccc(N5CCN(C)CC5)cc4)cn23)cc1
-1,O=C(NCc1ccccc1)C1c2ccccc2OCC(=O)N1Cc1ccccc1 (stereo unspecified)
-6,Cc1ccc(CC2(C)C(=O)Nc3c(Cl)cccc32)cc1 (stereo unspecified)
-7,Cc1cc(F)ccc1-c1cc(C(=O)NCc2ccc(C(F)(F)F)cc2)[nH]n1
-5,COc1ccc(C(C#N)=C2C=CC(=NO)c3ccccc32)cc1
-6,CC(C)(C)NC(=O)C1c2ccccc2OCC(=O)N1CCCN1CCOCC1 (stereo unspecified)
-6,Cc1ccc(S(=O)(=O)NC(=O)Cn2nnc(-c3ccccc3)c2COc2ccc3ccccc3c2)cc1
-5,CC1(C(=O)NS(=O)(=O)c2ccc(C#N)cc2)CCN1C(=O)CCc1ccc(Cl)cc1Cl (stereo unspecified)
-7,Nc1nc2c(ncn2[C@@H]2O[C@H](C(=O)NCCCc3ccccc3)[C@@H](O)[C@H]2O)c(=O)[nH]1
-5,OCC[C@@H]1C[C@H](O)[C@@H](O)[C@]2(OCCc3cc(Cl)ccc32)O1
-1,CCN1CCN(c2ccc(S(=O)(=O)N3CCOCC3)cc2NC(=O)CC(NC(C)=O)c2ccccc2)CC1 (stereo unspecified)
-7,COC(=O)[C@]1(Cc2ccccc2)NC=C(C(=O)c2ccccc2)[C@@H]1c1cccc(OC)c1
-5,CC(C)C#Cc1cnc2c(c1)C(=O)N([C@@H](C)CO)C[C@@H](C)[C@H](CN(C)Cc1cccc(F)c1)O2
-3,COc1cccc(CN2CCC2(C)C(=O)Nc2ccc3c(c2)CCN3C(C)=O)c1F (stereo unspecified)
8,Cc1ccc(-c2ccc(CN3C(C)C(=O)N(Cc4cn(Cc5ccco5)nn4)CCS3(=O)=O)cc2)cc1 (stereo unspecified)
2,CCCc1cc(C(=O)OCC(=O)NCCc2ccccc2)sc1C
4,COC(=O)C1=C(C)N(Cc2ccc(C(F)(F)F)cc2)C(=NCc2ccc(OC)cc2)NC1c1ccccc1C(F)(F)F (stereo unspecified)
-5,CCC(C(=O)NC(C)(C)C)N(Cc1ccc(OC)cc1)C(=O)c1snc(C(N)=O)c1N (stereo unspecified)
-7,COC(=O)c1sc(NC(=O)OCc2ccccc2)nc1CCNC(=O)OC(C)(C)C
1,O=C(NC(c1ccc(Cl)cc1)c1cnccn1)C1CCN(Cc2ccccc2)CC1 (stereo unspecified)

In the list so far, 5 have a CF3 group:
GalR3 antag,Molecule
-2,O=C(Nc1cccc(OC(F)(F)F)c1)c1ccc(-c2cccnc2)c2ccoc12
-7,CN(C)c1ccc(-c2ccnc3c2CC(C)(C(=O)NCCC(F)(F)F)O3)cc1 (stereo unspecified)
1,Cn1c(SCC(=O)NCCC2=CCCCC2)nnc1C(F)(F)F
-7,Cc1cc(F)ccc1-c1cc(C(=O)NCc2ccc(C(F)(F)F)cc2)[nH]n1
4,COC(=O)C1=C(C)N(Cc2ccc(C(F)(F)F)cc2)C(=NCc2ccc(OC)cc2)NC1c1ccccc1C(F)(F)F (stereo unspecified)

Remaining list, next part:
GalR3 antag,Molecule
-1,C[C@H](CO)N1C[C@H](C)[C@H](CN(C)C(=O)Nc2cccc(F)c2)Oc2cc(C#CC3(O)CCCC3)ccc2S1(=O)=O
-6,CCOC(=O)C(=O)Nc1ccc(S(=O)(=O)Nc2nccc(C)n2)cc1
1,Cc1ccccc1CC(=O)Nc1ccc2c(c1)c(=O)n(C)n2-c1ccccc1F
-2,CN1OC[C@@H]2CN(C(=O)C(C)(C)C)[C@H](c3ccc(-n4ccnc4)cc3)C[C@@H]21
-6,COC(=O)[C@H]1C[C@H](O)CN1S(=O)(=O)c1ccc(Br)cc1F
-4,CC(=O)NC(C)(c1ccccc1)c1nc(-c2cncnc2)cs1 (stereo unspecified)
-1,COc1ccc(-c2csc(C(O)c3ccc(F)c(F)c3)n2)cn1 (stereo unspecified)
-7,CCCN1CCCCC(NC(=O)c2ccccc2OC)C1=O (stereo unspecified)
-7,Cc1cccc(C)c1NC(=O)C1(C)CSCC(=O)N1Cc1cccc(C(F)(F)F)c1 (stereo unspecified)
0,COc1cccc(-c2ccc3c(c2)N(Cc2ccccc2OC)C(=O)C(C)S3)c1 (stereo unspecified)
-7,Cc1ccccc1-c1cc2nc(NCc3ccccc3F)n(C)c(=O)c2s1
-2,COc1cc(NCCCNC(C)C)c2nccc(C)c2c1
-2,CCOC(=O)N1CCN(C(=O)C[C@H]2C[C@@]3(C(=O)OC)C(=C[C@H](C4CCCC4)O[C@@H]3C)N(Cc3ccccc3)C2=O)CC1
-7,COCCNC(=O)C1(C)CCN(C(=O)c2ccc(OC)c(F)c2)C1 (stereo unspecified)
-3,O=[N+]([O-])c1ccc(CSc2ccc(S(=O)(=O)N3CCOCC3)cn2)cc1
-9,Brc1ccc(CN2CCN(c3ncc(Cc4ccccc4)cn3)CC2)cc1
-6,C(=NOCc1ccccc1)c1cccnc1
-5,CCOc1ccc(CCN2C(=S)N([C@@H](CC(C)C)CN3CCCC3CN3C(=S)NC[C@@H]3Cc3ccc(O)cc3)C[C@@H]2Cc2ccccc2)cc1 (stereo partly specified)
-7,Cc1ccccc1OCCC(=O)Nc1cc(S(=O)(=O)N2CCCCC2)ccc1N1CCN(C)CC1
2,CC(C)N(c1cc(=O)nc2ccccn12)C(C)C
-6,COc1ccccc1C=C1SC(=S)NC1=O
-8,COc1ccc(CCCNC(=O)C2(C)Cc3c(-c4ccc5c(c4)OCO5)ccnc3O2)cc1 (stereo unspecified)
0,Cc1ccc(OCCNC(=O)[C@H]2O[C@@H](n3ccc(N)nc3=O)[C@H](O)[C@@H]2O)cc1C
-4,COc1cccc(N)c1
4,CCOC(=O)C(CO)NC(=O)C1(NC(C)=O)CCCC1 (stereo unspecified)
3,Nc1ncnc2c1ncn2[C@@H]1O[C@H](C(=O)N2CCC(F)(F)CC2)[C@@H](O)[C@H]1O
-5,CN(C)CCNc1ncnc2c1ncn2[C@H]1CN(Cc2ccccc2)C[C@@H](CO)O1
0,CC(NC(=O)c1ccc2c(=O)n3c(nc2c1)CCCCC3)c1ccccc1 (stereo unspecified)
-3,Cc1onc(-c2ccccc2)c1C(=O)NC1CCCCC1C (stereo unspecified)
0,COC(=O)c1ccccc1NC(=O)CCCOc1cc(=O)n(C)c2ccccc12
-6,O=C(CCCN1C(=O)/C(=C\c2cccc(Br)c2)SC1=S)Nc1ccc(C(=O)O)cc1
-7,N#Cc1ccccc1S(=O)(=O)N1CCN(Cc2cccs2)CC1
-5,O=C(CCNC(=O)c1ccc([N+](=O)[O-])cc1)NC1CCCCC1
4,C[C@H]1CN([C@@H](C)CO)C(=O)CCCn2nncc2CO[C@@H]1CN(C)C(=O)Nc1cccc2ccccc12
-6,CCCCOCCCNC(=O)C[C@@H]1C[C@@]2(C(=O)OC)CC(C)(C)CC=C2N(Cc2ccco2)C1=O
0,Cc1cc(C)cc(Cn2cc(CN3CC(N4CCCC4)CS3(=O)=O)nn2)c1 (stereo unspecified)
-1,COC(=O)C[C@@H]1CC[C@H](NC(=O)c2ccccc2)[C@@H](CO)O1
-4,Cc1cccc(C)c1NC(=O)C(C1CC1)n1c(=O)c(-c2cc3ccccc3[nH]2)nc2ccccc21 (stereo unspecified)
6,COCc1nnc(NC(=O)C23CC4CC(CC(C4)C2)C3)s1
-1,CCCCOCCCNC(=O)C[C@@H]1C[C@@]2(C(=O)OCC)CCC=C2N(CCC2=CCCCC2)C1=O
4,Nc1nccc2c1ncn2C1OC(CO)C(O)C1O (stereo unspecified)
-3,COc1ccc(CN(C)C(=O)C(CCSC)NS(=O)(=O)c2ccc3c(c2)OCCO3)c(OC)c1OC (stereo unspecified)
-6,COc1cc(/C=C2/SC(=S)N(CCC(=O)Nc3cccnc3)C2=O)cc(OC)c1OC
-4,O=C(Nc1ccccc1)N1CCN(c2ccccc2)CC1
-7,CC1CCCCN1CCNC(=O)c1ccc2c(c1)N(Cc1cccc(Cl)c1)C(=O)c1ccccc1S2(=O)=O (stereo unspecified)
-5,CCC[C@H]1CN(Cc2cccnc2)C(=O)[C@@H]1CC(=O)Nc1ccc(Br)cc1
-5,COc1ccc(C)cc1NS(=O)(=O)c1ccccc1
-6,COc1ccc(CN2C(=O)C(CC(=O)NCCN3CCOCC3)CC(C(=O)N(C)C)=C2C)cc1 (stereo unspecified)
-7,CC(C)c1cc(C(=O)OCC(=O)NC2CCS(=O)(=O)C2)c(O)c(C(C)C)c1 (stereo unspecified)
-1,COc1ccc(NC(=O)C2(C)CCN2Cc2ccc(C(C)C)cc2)cc1OC (stereo unspecified)
-5,CC1C(=O)CC2C3(C)CCC2(C(C)C(=O)O)C(=O)C13 (stereo unspecified)
-2,COc1ccc(CNC(=O)N2CCN(C(=O)c3ccccc3)CC2)cc1

Not all compounds are listed (hit frequency here may not be typical).
